SW480 rereplic – A quantitative high throughput screen for small molecules that induce DNA re-replication in SW480 colon adenocarcinoma cells; SW480 DNA re-replication, Hoechst DNA content imaging, 48 h; Potency, µM (top dose mostly 46.1 µM), inactives show at the top dose re-replication activation, hits mostly activators; 1.8% of 340,000 active; also: potency is read from the fitted curve at half-maximal effect; % of control where 0% means no effect; nearly all actives have a fitted effect of over 55% in size
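Per well, 250 cells were exposed to pinned compound for 48 hr. Nuclear DNA was visualised with Hoechst (40 min, 37 C) and total object intensity recorded by fluorescence scanning.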
MCF10A rereplic – A quantitative high throughput screen for small molecules that induce DNA re-replication in MCF 10a normal breast cells; MCF 10A DNA re-replication, Hoechst nuclear intensity, 48 h; Potency, µM (highest dose often 46.1 µM), for inactives: at the highest dose activity, positive = re-replication, usual class: activators; 2.9% of 350,000 active; AID 624296, 2012; also: potency is read from the fitted curve at half-maximal effect; % of control where 0% means no effect; nearly all actives have a fitted effect of over 50% in size
KB-3-1 tox – qHTS assay for MDR1-selective chemotherapeutics: Primary screen using the parental adenocarcinoma cell KB-3-1; KB-3-1 viability, CellTiter-Glo ATP luminescence, 72 h; Potency, µM (titrated, usually from 46.1 µM), inactives show top-dose activity change, negative = cytotoxic, actives largely listed as cytotoxic; 1.4% of 400,000 active; also: potency is read from the fitted curve at half-maximal effect; % is scaled to controls: 0 for no effect and ±100 for the full control effect; nearly all actives have a fitted effect of over 60% in size
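Parental KB-3-1 adenocarcinoma cells in phenol-red-free DMEM with 10% FBS were pin-treated with compounds at several concentrations, incubated 72 h at 37 °C, and viability read by CellTiter-Glo luminescence; concentration-effect curves were fitted after normalization.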
WRN helicase inh – qHTS for Inhibitors of WRN Helicase | WRN helicase unwinding, fluorescent forked duplex, kinetic | Potency, µM (titrated, usually from 114 µM), for inactives: at the top dose activity change, negative = inhibition, most hits filed as inhibitors | 0.46% of 360,000 active; also: potency is read from the fitted curve at half-maximal effect; % is scaled to controls: 0 for no effect and ±100 for the full control effect; nearly all actives have a fitted effect of over 55% in size
Target sequence (Q14191 whole entry, looked up): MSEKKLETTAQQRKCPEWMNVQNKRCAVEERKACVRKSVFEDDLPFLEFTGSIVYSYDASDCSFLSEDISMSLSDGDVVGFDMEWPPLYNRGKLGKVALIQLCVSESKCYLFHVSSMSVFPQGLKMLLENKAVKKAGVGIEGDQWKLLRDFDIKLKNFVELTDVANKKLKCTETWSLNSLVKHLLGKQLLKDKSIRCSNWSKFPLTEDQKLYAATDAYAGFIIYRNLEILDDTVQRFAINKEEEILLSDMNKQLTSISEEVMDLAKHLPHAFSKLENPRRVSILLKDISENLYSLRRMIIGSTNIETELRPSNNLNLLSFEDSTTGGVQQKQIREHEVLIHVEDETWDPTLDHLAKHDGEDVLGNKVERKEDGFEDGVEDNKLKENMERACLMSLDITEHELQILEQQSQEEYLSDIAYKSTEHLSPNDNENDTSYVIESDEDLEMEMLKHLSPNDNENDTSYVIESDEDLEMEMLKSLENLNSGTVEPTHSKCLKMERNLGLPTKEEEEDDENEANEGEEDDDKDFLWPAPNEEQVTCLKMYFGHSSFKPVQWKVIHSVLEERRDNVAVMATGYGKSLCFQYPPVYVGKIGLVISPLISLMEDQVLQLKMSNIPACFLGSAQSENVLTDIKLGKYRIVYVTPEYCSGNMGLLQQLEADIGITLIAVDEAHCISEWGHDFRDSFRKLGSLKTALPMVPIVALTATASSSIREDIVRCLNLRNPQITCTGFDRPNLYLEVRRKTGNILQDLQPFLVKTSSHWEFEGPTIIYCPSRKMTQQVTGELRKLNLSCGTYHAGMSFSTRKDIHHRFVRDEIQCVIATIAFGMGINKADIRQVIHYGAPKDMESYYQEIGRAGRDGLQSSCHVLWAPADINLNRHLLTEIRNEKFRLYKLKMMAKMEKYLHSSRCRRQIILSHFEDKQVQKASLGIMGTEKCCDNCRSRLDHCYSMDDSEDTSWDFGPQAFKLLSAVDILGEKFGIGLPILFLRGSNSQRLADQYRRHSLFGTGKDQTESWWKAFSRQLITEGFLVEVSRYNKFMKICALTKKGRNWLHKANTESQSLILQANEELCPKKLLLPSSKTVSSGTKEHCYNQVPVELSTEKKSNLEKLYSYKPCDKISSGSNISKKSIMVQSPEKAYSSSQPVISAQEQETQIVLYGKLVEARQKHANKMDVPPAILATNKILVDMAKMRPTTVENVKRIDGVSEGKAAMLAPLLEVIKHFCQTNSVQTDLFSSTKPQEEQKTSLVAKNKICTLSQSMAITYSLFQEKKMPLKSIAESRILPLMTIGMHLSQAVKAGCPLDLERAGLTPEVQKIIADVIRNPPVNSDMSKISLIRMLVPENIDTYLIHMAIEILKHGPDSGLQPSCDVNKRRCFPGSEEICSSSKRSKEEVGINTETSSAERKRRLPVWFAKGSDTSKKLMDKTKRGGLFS
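WRN at 20 nM final preincubated with compound 15 min at room temperature; reaction started with 100 nM fluorophore/quencher forked duplex oligonucleotide and 2 mM ATP final. Unwinding followed kinetically by red fluorescence (ex 525, em 598 nm).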
HT1080 IDH1KD tx – qHTS for induction of synthetic lethality in tumor cells producing 2HG: qHTS for the HT-1080-IDH1KD cell line; HT-1080 IDH1 knockdown viability, ATP luminescence, 48 h; Potency, µM (series often up to 46.1 µM), inactives show top-dose activity, negative = toxicity, most hits filed as cytotoxic; 2% of 360,000 active;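 also: potency is read from the fitted curve at half-maximal effect; 0% = DMSO wells and -100% = cell-free medium wells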
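IDH1KD HT-1080 cells, 750/well, RPMI + 5% FBS; compound pinned after 2 h settling; 48 h, 37 °C; CellTiter-Glo luminescence; % activity normalised to DMSO and no-cell wells; curves fitted, classed by r2 and efficacy.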
IL-1B inflam inh – qHTS for Inhibitors of Inflammasome Signaling: IL-1-beta AlphaLISA Primary Screen; activity change, % at 57.5 µM; THP-1 LPS/ATP IL-1B secretion, AlphaLISA, 16 h; active compounds read low; AID 743279, 2014; 4.7% of 360,000 active; in the data active = activity change below about -50%; inconclusive = mostly about -30% to -49%; also: % is scaled to controls: 0 for no effect and ±100 for the full control effect
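THP-1 cells pretreated 1 hr with compounds (up to 57.5 uM final), then stimulated with LPS (250 ng/mL final) plus ATP (1.25 mM final); secreted IL-1B measured by AlphaLISA after 16 hr, decreased signal indicating inhibition.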
KB-V1 MDR tox – qHTS assay for MDR1-selective chemotherapeutics: Primary screen using the drug-selected MDR subline cells KB-V1; KB-V1 MDR cells viability, CellTiter-Glo, 72 h; Potency, µM (series often up to 46.1 µM), without a hit: at the top dose activity change, negative = cytotoxicity, hits mostly cytotoxic; 3.4% of 400,000 active; AID 1347076, 2019; also: potency is read from the fitted curve at half-maximal effect; % is scaled to controls: 0 for no effect and ±100 for the full control effect; nearly all actives have a fitted effect of over 60% in size
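Following 72 h at 37 degrees C with compound, KB-V1 cell viability was read by CellTiter-Glo luminescence, medium being phenol-red-free DMEM plus 10% FBS; concentration-response parameters came from normalized, curve-fitted qHTS data.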
ATXN2 expr inh – Primary qHTS for Inhibitors of ATXN expression. HEK-293 ATXN2-luciferase reporter, luminescence, 24 h. Potency, µM (top dose mostly 57 µM), without a hit: top-dose activity change, negative = inhibition, most hits filed as inhibitors. 0.72% of 360,000 active; also: potency is read from the fitted curve at half-maximal effect; % is scaled to controls: 0 for no effect and ±100 for the full control effect; nearly all actives have a fitted effect of over 55% in size
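ATXN2-luciferase reporter cells (luciferase flanked by upstream and downstream ATXN2 gene portions) were treated 24 h at 37 °C with compounds at up to 57 uM. SteadyGlo luminescence gave expression; GF-AFC fluorescence gave viability.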
HT1080NT lethal – qHTS for induction of synthetic lethality in tumor cells producing 2HG: qHTS for the HT-1080-NT fibrosarcoma cell line | 1.6% of 360,000 active | HT-1080-NT fibrosarcoma viability, CellTiter-Glo ATP luminescence, 48 h | AID 686970, 2013 | Potency, µM (series often up to 46.1 µM), without a hit: at the highest dose activity, negative = less viability, most hits filed as cytotoxic;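 also: NT is the 2HG producing partner of a matched IDH1 knockdown line; potency is read from the fitted curve at half-maximal effect; 0% = DMSO-treated cells and -100% = media-only wells without cells; nearly all actives have a fitted effect of over 55% in size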
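A 48-hour cytotoxicity screen used HT-1080-NT cells plated 2 hours before compound delivery. ATP-based CellTiter-Glo luminescence measured viability, normalized to DMSO and no-cell controls.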
* marks the source's active call; other numbers are inactive results; [ ] = another dose, or the depositor's remark. Unless noted, calls follow the shape of the dose curve; as a rule, active = well fitted curve in the direction sought with a large enough effect; inconclusive = small, poorly fitted or top-dose-only effect, or another doubt; inactive = no such curve, though single readings can be large; an effect the other way counts as inactive or inconclusive.

For O=C(NCc1ccccn1)/C(=C/c1ccco1)NC(=O)c1ccccc1 the results were SW480 rereplic -3%, MCF10A rereplic -6%, KB-3-1 tox 15%, WRN helicase inh -5%, HT1080 IDH1KD tx 1%, IL-1B inflam inh -1, KB-V1 MDR tox 24%, ATXN2 expr inh 0% and HT1080NT lethal 0%.
`COc1cccc(Nc2nc3ccccc3n2C(C)C)c1` gave SW480 rereplic -10%, MCF10A rereplic 0%, KB-3-1 tox 24%, WRN helicase inh 2%, HT1080 IDH1KD tx 6%, IL-1B inflam inh -11, KB-V1 MDR tox -2%, ATXN2 expr inh 2% and HT1080NT lethal 0%.
For CCCCOc1ccc(-c2ncc(N)cn2)cc1 the results were SW480 rereplic -7%, MCF10A rereplic -1%, KB-3-1 tox -7%, WRN helicase inh -2%, HT1080 IDH1KD tx 0%, IL-1B inflam inh -1, KB-V1 MDR tox -5% and HT1080NT lethal -3%.
`N#Cc1ccccc1NC(=O)CSC1=Nc2ccccc2C2CC=NN12` (centres undefined) gave SW480 rereplic 3%, MCF10A rereplic 16%, KB-3-1 tox 9%, WRN helicase inh -8%, HT1080 IDH1KD tx -12%, IL-1B inflam inh 25, KB-V1 MDR tox -28%, ATXN2 expr inh -7% and HT1080NT lethal -15%.
Screening CCOc1ccc(OCCC(=O)OCC(=O)c2c(N)n(CC(C)C)c(=O)n(C)c2=O)cc1 returned KB-3-1 tox 3%, WRN helicase inh 4%, HT1080 IDH1KD tx -8%, IL-1B inflam inh 33, KB-V1 MDR tox -3% and HT1080NT lethal -1%.
`CCOC(=O)CSc1n[nH]c(NC(=O)c2cccc(C(F)(F)F)c2)n1` gave SW480 rereplic -8%, MCF10A rereplic -4%, KB-3-1 tox 0%, WRN helicase inh 4%, HT1080 IDH1KD tx -1%, IL-1B inflam inh -2, KB-V1 MDR tox 8%, ATXN2 expr inh 5% and HT1080NT lethal 0%.
`CC(C)(C)c1ccccc1NC(=O)NC1CCN(Cc2c(F)cccc2Cl)CC1` gave SW480 rereplic 0%, MCF10A rereplic 14%, KB-3-1 tox 0%, WRN helicase inh 1%, HT1080 IDH1KD tx 26%, KB-V1 MDR tox inconclusive, ATXN2 expr inh -29% and HT1080NT lethal 20%.
NS(=O)(=O)c1ccc(CNC(=O)c2cc(-c3cccs3)nc3ccccc23)cc1 was read as SW480 rereplic -2%, MCF10A rereplic 0%, KB-3-1 tox 0%, WRN helicase inh -13%, HT1080 IDH1KD tx -4%, IL-1B inflam inh 7, KB-V1 MDR tox 29%, ATXN2 expr inh -25% and HT1080NT lethal -1%.
Screening O=C(COc1ncnc2ccccc12)Nc1ccc(Cl)c([N+](=O)[O-])c1 returned SW480 rereplic -10%, MCF10A rereplic 0%, KB-3-1 tox 14%, WRN helicase inh -2%, HT1080 IDH1KD tx -9%, IL-1B inflam inh -22, KB-V1 MDR tox 0%, ATXN2 expr inh -13% and HT1080NT lethal -10%.
CN(C)S(=O)(=O)c1cccc(NC(=O)C2CCCN(C(=O)c3ccc(Cl)cc3)C2)c1 (centres undefined) was read as KB-3-1 tox inconclusive, WRN helicase inh -10%, HT1080 IDH1KD tx 4%, IL-1B inflam inh 35, KB-V1 MDR tox inconclusive and HT1080NT lethal 5%.
`O=c1c2ccccc2cnn1Cc1n[nH]c(=S)n1-c1cc(Cl)cc(Cl)c1` gave MCF10A rereplic 0%, KB-3-1 tox -4%, WRN helicase inh -11%, HT1080 IDH1KD tx 18%, IL-1B inflam inh 0, KB-V1 MDR tox -19%, ATXN2 expr inh 6% and HT1080NT lethal 24%.
CCCCCNC(=O)C1C(=O)Nc2ccccc2C(=O)N1C(C)(C)C (centres undefined) was read as KB-3-1 tox 5%, WRN helicase inh 5%, HT1080 IDH1KD tx 11%, IL-1B inflam inh 6, KB-V1 MDR tox -15% and HT1080NT lethal 16%.
For CN(C)c1ccc(-c2nnn(CC(=O)Nc3ccc4c(c3)OCCO4)n2)cc1 the results were SW480 rereplic -1%, MCF10A rereplic 9%, KB-3-1 tox -8%, WRN helicase inh -2%, HT1080 IDH1KD tx -9%, IL-1B inflam inh -10, KB-V1 MDR tox -5%, ATXN2 expr inh 3% and HT1080NT lethal -24%.
Cc1ccc(NC(=O)C2(C)CCN2C(=O)CCC2CCCC2)cc1C (centres undefined) was read as KB-3-1 tox 0%, WRN helicase inh -5%, HT1080 IDH1KD tx -17%, IL-1B inflam inh 0, KB-V1 MDR tox 3%, ATXN2 expr inh -5% and HT1080NT lethal -3%.
`O=C(NCc1ccccc1Cl)C1CCN(S(=O)(=O)c2ccc(N3CCCC3=O)cc2)CC1` gave SW480 rereplic inconclusive, MCF10A rereplic 11%, KB-3-1 tox 0%, WRN helicase inh -4%, HT1080 IDH1KD tx 17%, IL-1B inflam inh -16, KB-V1 MDR tox 2%, ATXN2 expr inh 1% and HT1080NT lethal 11%.
CON1C(=O)C(=O)N(OC)C2CCCCC21 (centres undefined) was read as SW480 rereplic -3%, MCF10A rereplic -3%, KB-3-1 tox 11%, WRN helicase inh -9%, HT1080 IDH1KD tx 10%, IL-1B inflam inh -9, KB-V1 MDR tox -6%, ATXN2 expr inh -6% and HT1080NT lethal 3%.
Cc1ccc2nc(SCC(=O)Nc3cccc([N+](=O)[O-])c3)[nH]c2c1 was read as SW480 rereplic 0%, MCF10A rereplic -2%, KB-3-1 tox 3%, WRN helicase inh -8%, HT1080 IDH1KD tx inconclusive, IL-1B inflam inh inconclusive, KB-V1 MDR tox 15µM*, ATXN2 expr inh -15% and HT1080NT lethal -16%.
For Cc1ccc(S(=O)(=O)N2CCCCC2)cc1NC(=O)COC(=O)c1cc[n+]([O-])cc1 the results were SW480 rereplic -9%, MCF10A rereplic 17%, KB-3-1 tox 13%, WRN helicase inh -4%, HT1080 IDH1KD tx 12%, IL-1B inflam inh 3, KB-V1 MDR tox 22%, ATXN2 expr inh 0% and HT1080NT lethal 13%.
For CN1CCN(NC(=O)Nc2ccc(Br)cc2Cl)CC1 the results were SW480 rereplic -7%, MCF10A rereplic 5%, KB-3-1 tox 0%, WRN helicase inh 5%, HT1080 IDH1KD tx -26%, IL-1B inflam inh -50*, KB-V1 MDR tox -1%, ATXN2 expr inh 8% and HT1080NT lethal -7%.
O=C(CSc1n[nH]c(-c2ccco2)n1)Nc1ccc(Br)cc1 was read as SW480 rereplic 1%, MCF10A rereplic 22%, KB-3-1 tox 0%, WRN helicase inh -11%, HT1080 IDH1KD tx inconclusive, IL-1B inflam inh -17, KB-V1 MDR tox 16%, ATXN2 expr inh -24% and HT1080NT lethal inconclusive.
For O=C(NCCN1CCN(C(=O)c2cccs2)CC1)c1cccs1 the results were SW480 rereplic -3%, MCF10A rereplic -3%, KB-3-1 tox 9%, WRN helicase inh -13%, HT1080 IDH1KD tx -9%, IL-1B inflam inh 7, KB-V1 MDR tox inconclusive, ATXN2 expr inh -8% and HT1080NT lethal -27%.
For Cc1cccc(NC(=O)c2cccc(S(=O)(=O)N(C)c3ccccc3)c2)n1 the results were SW480 rereplic 4%, MCF10A rereplic 24%, KB-3-1 tox -21%, WRN helicase inh -17%, HT1080 IDH1KD tx -2%, IL-1B inflam inh -13, KB-V1 MDR tox 7.3µM*, ATXN2 expr inh -33% and HT1080NT lethal -13%.
Screening Cc1nnc(SCC(=O)N2CCN(C(=O)c3ccco3)CC2)n1-c1ccccc1 returned SW480 rereplic 17%, MCF10A rereplic -1%, KB-3-1 tox 10%, WRN helicase inh -5%, HT1080 IDH1KD tx 10%, IL-1B inflam inh 5, KB-V1 MDR tox inconclusive, ATXN2 expr inh -14%[11.3 µM] and HT1080NT lethal 13%.
For O=C(c1cccs1)N1CCCC(c2ccccc2)C1 (centres undefined) the results were SW480 rereplic 0%, MCF10A rereplic 19%, KB-3-1 tox 10%, WRN helicase inh -4%, HT1080 IDH1KD tx -7%, IL-1B inflam inh -15, KB-V1 MDR tox -12%, ATXN2 expr inh 6% and HT1080NT lethal 0%.
For O=C(N/C(=C\c1cccc([N+](=O)[O-])c1)C(=O)N1CCOCC1)c1ccco1 the results were SW480 rereplic -2%, MCF10A rereplic 2%, KB-3-1 tox 7%, WRN helicase inh 14%, HT1080 IDH1KD tx 22%, IL-1B inflam inh 1, KB-V1 MDR tox -2%, ATXN2 expr inh -20% and HT1080NT lethal 14%.
Screening Nc1nc(NCc2ccco2)nc(Nc2ccccc2)c1[N+](=O)[O-] returned SW480 rereplic -9%, MCF10A rereplic -1%, KB-3-1 tox 16%, WRN helicase inh -4%, HT1080 IDH1KD tx 4%, IL-1B inflam inh -17, KB-V1 MDR tox inconclusive, ATXN2 expr inh -7% and HT1080NT lethal -1%.
`COc1ccc(CCNC(=O)c2cc3c(=O)n4ccccc4nc3n(C3CCCCC3)c2=N)cc1OC` gave SW480 rereplic -5%, MCF10A rereplic 5%, KB-3-1 tox -12%, WRN helicase inh 6%, HT1080 IDH1KD tx -5%, IL-1B inflam inh -9, KB-V1 MDR tox inconclusive and HT1080NT lethal -13%.

Compound activity: PubChem, National Center for Advancing Translational Sciences (NCATS)
